Assay outcomes (PubChem)
K1F lysis inhibition = protection from phage-mediated lysis, alamar blue read-out – E. coli UTI89, K1F phage, bacterial capsule biogenesis inhibitors (AID 488966); E. coli UTI89 K1F phage lysis, alamar blue, 2 h; higher % means a stronger effect; inhibition, % at 100 µM; hits with a dose series show IC50 in µM; 340,000 tested, 0.02% active;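 active = phage lysis inhibition, versus mean bacterial control, above a set limit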;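 note: capsule biogenesis inhibitors block K1F phage lysis so surviving cells raise fluorescence; higher fluorescence means more inhibition of phage lysis; actives were called in the ten point dose series up to 300 µM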
Dengue-2 NS5 capping = flavivirus cap methylation enzyme inhibition – biochemical, confirmation dose response, primary screen (AID 588689) | Dengue-2 NS5 methyltransferase capping enzyme assay, biochemical; higher % means a stronger effect | inhibition, % at 25 µM, or IC50 in µM where a hit was titrated | 340,000 tested, 0.3% active; in the data active = a potency from the dose series
SIAH1 antagonists = blockers of Siah-1 interaction with plectin peptide – biochemical, fluorescence polarization, rhodamine-plectin, uHTS, primary screen (AID 1817); 290,000 tested, 0.02% active; displacement, % at 20 µM; hits with a dose series show IC50 in µM; Siah-1 / rhodamine-plectin peptide fluorescence polarization; higher % means a stronger effect;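 active = displacement of at least 50% at 20 µM, with a fluorescence ratio check between 0.3 and a set limit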;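 note: plate controls were Siah plus tracer with DMSO for no effect and tracer alone without Siah for full effect; strong numbers were not always called active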
AID2073 = inhibitors of Mint1-CaV2.2 protein interaction, biochemical, HTRF (AID 2073). HTRF protein-protein interaction, Mint1-CaV2.2; higher % means a stronger effect. inhibition, % at 20 µM; hits with a dose series show IC50 in µM. 290,000 tested, 0.19% active; in the data active = inhibition mostly above about 51%, no sharp cut-off; note: some results filed as inactive read as strong as hits
GPR55 beta-arrestin = GPR55 agonists via beta-arrestin recruitment, primary screen, imaging, U2OS cells, beta-arrestin-GFP redistribution (AID 1961). one-dose activation, % at 10 µM; EC50 in µM for titrated hits. 290,000 tested, 0.048% active. U2OS GPR55 beta-arrestin-GFP redistribution imaging; higher % means a stronger effect;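 active = activation above 40% with more than 50 cells counted in the well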;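 note: U2OS osteosarcoma cells stably expressing GPR55 and beta-arrestin-GFP; plate controls were DMSO negative control for no effect and LPI positive control for full effect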
GPR55 antagonists = GPR55 antagonists blocking LPI-driven arrestin recruitment, primary screen, imaging, U2OS, beta-arrestin-GFP, LPI agonist (AID 2013); 290,000 tested, 0.13% active; one-dose inhibition, % at 10 µM; IC50 in µM for titrated hits; U2OS GPR55 beta-arrestin-GFP translocation imaging, LPI antagonism; higher % means a stronger effect;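 active = spots per cell inhibited over 60%, with over 100 cells counted and total cytoplasm intensity under 500,000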;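 note: U2OS cells stably carrying GPR55 and arrestin-GFP stimulated by 5 µM LPI near EC80; imaged beta-arrestin-GFP aggregate spots per cell after agonist stimulation; plate controls were LPI-stimulated DMSO wells for no effect and DMSO wells without LPI for full effect; some results filed as inactive read as strong as hits; confirmed hits need IC50 under 10 µM and bright autofluorescent wells are also inconclusive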
GPR35 antagonists = GPR35 antagonists blocking zaprinast-driven arrestin recruitment, primary screen, imaging, U2OS, beta-arrestin-GFP, zaprinast agonist (AID 2058); U2OS GPR35 beta-arrestin-GFP translocation imaging, zaprinast antagonism; higher % means a stronger effect; inhibition, % at 10 µM, or IC50 in µM where a hit was titrated; 290,000 tested, 0.052% active;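 active = inhibition of at least 50% with at least 30 cells and total cytoplasm GFP at most 10,000,000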
NTR1 ag = NTR1-driven beta-arrestin-GFP spot formation – imaging, U2OS cells, high content, primary screen (AID 493036); agonist mode; 330,000 tested, 0.17% active; P30989; activation, % at 20 µM;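 active = activation at or above 40% of the spot to cytoplasm intensity ratio, with at least 20 cells analyzed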;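 note: 0% = DMSO without peptide and 100% = 100 nM NTR1 peptide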
Target sequence (P30989 whole entry, looked up): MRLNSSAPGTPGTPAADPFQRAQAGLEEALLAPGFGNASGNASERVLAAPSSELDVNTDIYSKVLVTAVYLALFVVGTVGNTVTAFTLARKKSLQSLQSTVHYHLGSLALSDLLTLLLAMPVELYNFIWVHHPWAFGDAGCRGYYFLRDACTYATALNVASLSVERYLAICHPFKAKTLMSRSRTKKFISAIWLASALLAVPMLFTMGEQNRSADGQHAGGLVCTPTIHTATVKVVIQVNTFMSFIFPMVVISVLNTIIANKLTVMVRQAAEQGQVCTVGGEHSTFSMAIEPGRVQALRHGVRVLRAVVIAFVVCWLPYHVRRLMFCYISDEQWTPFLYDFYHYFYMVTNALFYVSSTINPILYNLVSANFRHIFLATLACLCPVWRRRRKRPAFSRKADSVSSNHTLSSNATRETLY
HIV fusion peptide = cell-free HIV fusion peptide-binding blockers – biochemical, uHTS, fluorescence dequenching, primary screen (AID 1986); cell-free peptide binding, fluorescence dequenching, 30 min; higher % means a stronger effect; 290,000 tested, 0.3% active; inhibition, % at 20 µM, or IC50 in µM where a hit was titrated; in the data active = inhibition mostly above about 52%, no sharp cut-off; inactive = mostly below about 76%; note: some results filed as inactive read as strong as hits
NTR1 ag cell count 20 µM = also measured in NTR1 ag; calls as there; cell count; measured here: cell count, cytotoxicity flag
Dengue-2 NS5 capping pilot replicate = further read-out of Dengue-2 NS5 capping, marked with its call; inhibition, %; measured here: pilot screen replicate inhibition
Active calls of the source: *; . = not tested or not shown; [ ] = dose if it differs, or a comment.

SMILES	K1F lysis inhibition	Dengue-2 NS5 capping	SIAH1 antagonists	AID2073	GPR55 beta-arrestin	GPR55 antagonists	GPR35 antagonists	NTR1 ag	NTR1 ag cell count 20 µM	HIV fusion peptide	others
O=C(C1CCN(c2ncnc3c2nc2n3CCCCC2)CC1)N1CCN(c2ccccc2F)CC1	0.1%	-8%	-4%	11%	-0.2%	2%	2%	-0.7	51	-1.0%
Cc1cccc(OCC(=O)Nc2c3c(nn2C(C)(C)C)CS(=O)(=O)C3)c1	1.0%	2%	13%	-5%	-0.2%	19%	11%	1.4	49	1.2%
CCOC(=O)CSc1nnc(NC(=O)CN2CCN(C=O)CC2)s1	0.0%	4%	2%	9%	-0.2%	0%	4%	-0.2	100	0.3%
COc1ccc(CNc2oc(-c3cccc4ccccc34)nc2P(=O)(OC)OC)cc1	-0.3%	-7%	-2%	27%	0.2%	-4%	-12%	4.5	43	1.3%
CCOC(=O)COn1c(=O)c(-c2ccco2)[n+]([O-])c2ccccc21	3.9%	0%	-5%	-1%	0.0%	17%	-3%	0.3	54	0.0%
NCCCC[C@H]1CNC(=S)N1CCc1cc(C(F)(F)F)cc(C(F)(F)F)c1	4.8%	2%	0%	2%	0.3%	-1%	8%	-2.9	107	-0.6%
Cc1ccc(CNC(=O)c2ccc3c(=O)n(CCCN4CCCC4=O)c(=S)[nH]c3c2)cc1	0.2%	-9%	0%	2%	0.9%	2%	23%	-0.9	91	-1.5%	Dengue-2 NS5 capping pilot replicate=-9.1
COc1ccccc1NC(=O)N1CCCC1C(=O)Nc1nnc(C(C)C)s1 (configuration not stated)	0.1%	-2%	1%	-4%	-0.1%	5%	-1%	0.4	94	1.2%
O=C(CSc1nnc(-c2ccco2)o1)N1CCCCC1	-1.0%	-5%	2%	10%	-0.1%	1%	6%	1.5	53	0.8%
O=C(N/N=C/c1ccccc1F)C(=O)N1CCCCCC1	1.0%	-12%	-4%	-2%	-0.1%	0%	-4%	0.2	43	-1.3%
O=C(N/N=C\c1cn[nH]c1-c1ccccc1)c1ccc([N+](=O)[O-])cc1	-3.4%	1%	-6%	1%	-0.5%	-6%	18%	-1.6	57	-1.8%
CCOC(=O)CON1C(=O)C(=O)N(OCC(=O)OCC)[C@H]2CCCC[C@H]21	-0.2%	1%	2%	-6%	-0.1%	-2%	0%	-0.5	41	-1.6%
CS(=O)(=O)c1ccc2nc(NC(=O)Oc3ccccc3)sc2c1	0.9%	-12%	-3%	-6%	-0.1%	7%	6%	-1.4	83	-2.9%
Cc1ccc(S(=O)(=O)CCSc2nc(C)cc(C)c2C#N)cc1	1.0%	2%	-4%	-5%	0.1%	15%	-13%	2.2	58	-2.1%
COC(=S)Nc1cccc(C(F)(F)F)c1	.	.	-3%	-25%	-0.4%	-11%	2%	-0.2	41	-0.5%
C[C@H](NS(=O)(=O)c1ccccc1)C(=O)OCC(=O)NC(=O)Nc1ccc2c(c1)OCCO2	0.2%	-4%	-4%	-1%	-0.2%	15%	-2%	4.5	44	2.0%
Cc1ccccc1NS(=O)(=O)c1cc(S(C)(=O)=O)ccc1C	1.7%	0%	0%	-5%	0.0%	10%	-5%	1.9	44	2.5%
C/C(CC(=O)NC12CC3CC(CC(C3)C1)C2)=N\NC(=O)Cc1cccs1	10%	-9%	-3%	-5%	-0.4%	5%	12%	1.3	54	0.1%
COc1ccc(C(=O)Nc2cccc(S(C)(=O)=O)c2)cc1OC	0.3%	-5%	4%	-6%	-0.1%	5%	-2%	0.0	88	-1.7%
O=C(CSc1nnc(-c2ccc(Cl)cc2)o1)N1CCN(c2ccccc2)CC1	.	.	9%	12%	-0.1%	-18%	13%	.	.	6.8%
Cc1c(NC(=O)C(C)Sc2nnc(-c3ccccc3)o2)c(=O)n(-c2ccccc2)n1C (configuration not stated)	-0.3%	0%	1%	-5%	0.7%	0%	5%	-3.2	81	-1.9%
COc1cc(F)ccc1S(=O)(=O)N1CCN(Cc2ccccc2)CC1	0.6%	-5%	6%	7%	0.1%	-6%	23%	-0.8	50	1.4%
Cc1cc([N+](=O)[O-])ccc1NC(=O)COc1nsnc1N1CCOCC1	0.1%	2%	11%	-3%	.	-6%	-14%	-1.2	43	-1.3%
CCOC(=O)c1cc2c(C)nn(-c3ccccc3)c2s1	1.3%	-4%	7%	4%	0.9%	7%	-22%	-1.7	86	-1.1%
O=C(CN1C(=O)c2cccc([N+](=O)[O-])c2C1=O)NCc1ccccc1	0.1%	2%	-3%	4%	0.0%	11%	0%	-0.8	93	-1.0%
Cc1ccc(C(=O)C2CCN(C(=O)c3ccc(C)cc3)CC2)cc1	0.2%	-11%	-3%	-4%	0.4%	0%	-9%	0.6	87	-0.1%
CCOC(=O)C(C)Sc1nnc(Cc2cc(=O)[nH]c(=O)[nH]2)n1-c1ccc(Cl)cc1 (configuration not stated)	-3.3%	16%	2%	-11%	0.0%	9%	4%	-1.9	58	2.5%
CN(C)c1nc(C(N)=O)nc(N2CCOCC2)n1	0.5%	-3%	1%	-6%	1.4%	-7%	6%	-3.8	96	0.3%	Dengue-2 NS5 capping pilot replicate=4.9
COc1cc(C(=O)OCC(=O)Nc2sccc2C(N)=O)cc(OC)c1OC	0.2%	-6%	2%	15%	-0.2%	5%	4%	8.1	38	-0.9%
CS(=O)(=O)Nc1ccc(C(=O)NC2CCCC2)cc1	-3.7%	-4%	-2%	19%	0.2%	2%	-11%	2.8	79	2.9%
CCCCn1c(N)c(N2CCOCC2)c(=O)n(CC(=O)NCCc2ccccc2)c1=O	-0.4%	3%	4%	7%	0.0%	9%	-10%	1.5	62	0.9%
CCOC(=O)Cn1c(=NC(=O)CC)sc2c(C)cc(C)cc21	0.1%	0%	16%	-13%	0.1%	-9%	2%	3.2	54	-0.5%
COc1ccc(C(=O)NNC(=O)CCn2nnc(-c3ccc(C)cc3)n2)cc1OC	0.7%	-4%	-4%	8%	0.0%	9%	-8%	-0.2	33	-0.4%
Cc1nnc(SCC(=O)Nc2ccccc2C(=O)NC2CC2)s1	2.0%[50 µM]	-4%	4%	5%	0.2%	-2%	-9%	1.3	68	-1.2%
CCN(CC)c1ccc(/C=N/NC(=O)CCC(=O)NCc2ccccc2)c(O)c1	-1.1%	-3%	-1%	4%	-0.1%	2%	-9%	1.4	40	-2.1%
COc1ccc2c(C(=O)CN3CCSCC3)c[nH]c2c1	0.2%	-7%	-4%	25%	-0.2%	-3%	3%	0.8	44	0.3%
Cc1cc2oc(C(=O)N(Cc3cccs3)C3CCS(=O)(=O)C3)cc(=O)c2cc1Cl (configuration not stated)	1.6%	0%	1%	28%	-0.3%	-7%	7%	2.2	59	0.2%
CCOc1ccccc1NC(=O)c1ccc([N+](=O)[O-])cc1	.	.	-8%	-9%	0.3%	6%	2%	-1.2	38	-0.6%
Cc1ccc(CS(=O)(=O)Cc2ccc(C(=O)NCC3CCCO3)o2)cc1 (configuration not stated)	0.4%	-1%	-4%	22%	-0.1%	0%	-5%	-0.3	43	-0.6%
N#Cc1ccccc1CSc1nnc(-c2ccncc2)o1	0.4%	-7%	0%	5%	0.3%	-1%	1%	1.6	55	-0.7%
COc1ccc(C(c2nnnn2C(C)C)N2CCN(C(=O)c3ccco3)CC2)cc1 (configuration not stated)	-0.1%	0%	-5%	-5%	-0.2%	-19%	1%	0.5	35	1.1%
Cc1cc(C)nc(NC(=O)/C=C/c2cccs2)c1	0.0%	-2%	1%	19%	-0.2%	33%	15%	0.9	44	0.7%
CC1=C(C(N)=O)C(c2ccc(C)o2)C(C(N)=O)=C(C)N1	0.3%	-3%	-3%	-8%	-0.1%	6%	4%	-2.0	83	1.0%
Cc1ccccc1CN1CCCC(C(=O)Nc2ccc(-c3ccn[nH]3)cc2)C1 (configuration not stated)	0.0%	6%	3%	4%	-0.1%	0%	1%	0.7	53	0.4%
COc1ccc(-c2cc(=O)oc3c(O)c(O)ccc23)cc1	0.9%	1%	21%	0%	0.2%	-3%	3%	-1.4	91	26%
CCCC1Cc2nc(N3CCCCC3)c(C#N)cc2CO1 (configuration not stated)	-0.3%	2%	-7%	1%	0.2%	14%	-11%	5.0	53	0.3%
CCSc1nc(O)c(CC)c(=O)n1C(C)CC (configuration not stated)	-0.1%	1%	3%	-1%	0.2%	4%	15%	0.8	66	0.4%
COC(=O)C(=Nc1ccccc1)/C(C(=O)C(=O)N(C)c1ccccc1)=C(\O)c1ccc(Cl)cc1	-0.2%	23%	2%	1%	-0.2%	12%	7%	0.1	38	17%
CN(C)Cc1c(C(=O)N/N=C/c2ccoc2)nnn1-c1nonc1N	0.1%	-3%	-2%	15%	0.3%	4%	-4%	-1.3	49	-0.5%
O=S(=O)(N/N=C\c1ccc(-c2ccccc2Cl)o1)c1ccccc1	-0.4%	2%	3%	4%	-0.1%	1%	-7%	-2.9	66	5.8%
CC(C)CC(NC(=O)C(CC(C)C)NC(=O)OC(C)(C)C)C(=O)O (configuration not stated)	3.8%	-4%	-3%	-4%	-0.4%	11%	-7%	1.1	42	-2.8%
CCOC(=O)c1ccc2nc(NC(C)=O)sc2c1	-0.1%	-5%	0%	6%	0.0%	2%	-13%	.	.	2.3%
Cc1cc(C2(c3ccc(O)c(C)c3)OC(=O)c3ccccc32)ccc1O	-1.2%[50 µM]	-6%	-1%	4%	-0.2%	83%*	-5%	5.3	60	5.1%
O=C(OCC#CCSc1nnc(-c2ccc(Br)cc2)o1)c1cccs1	4.1%	2%	-5%	-2%	-0.2%	4%	4%	2.5	57	0.2%
Cc1cc(C)nc(NC(=O)CSc2nc3cc(Cl)ccc3s2)n1	0.3%	-8%	10%	-10%	0.0%	2%	7%	-0.3	47	2.3%
Cc1c(C(=O)N(CCO)Cc2ccccc2)oc2c(F)cccc12	-1.2%	-3%	-3%	-11%	0.6%	5%	5%	-0.8	50	-0.9%
O=C(Nc1ccc2ccccc2c1)c1cnccn1	0.6%	-2%	-4%	1%	-0.1%	-1%	16%	-1.0	50	0.9%
O=C(N/N=C/c1ccccc1)c1n[nH]c2c1CCCC2	-0.1%	-4%	0%	-7%	0.2%	1%	8%	-0.5	46	-0.5%
